Rac1 wt GTP bind: human Rac1 wildtype GTP binding, inhibitors and activators; P63000; AID 757; actives 0.27% (n = 190,000); GST-Rac1 beads, fluorescent GTP binding, flow cytometry; actives lie on both sides; 0 = cold GTP competed, 100 = untreated; GTP binding activity (% of control), % at 10 µM;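 active = GTP binding activity at least 20 points away from the 100% control level, either lower or higher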
Rab7 wt modul: dog Rab7 wildtype GTP binding, inhibitors and activators; GST-Rab7 beads, fluorescent GTP binding, flow cytometry; actives lie on both sides; untreated = 100%, excess cold GTP = 0%; GTP binding activity (percent of control), % at 10 µM; actives 0.055% (n = 190,000);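 active = fluorescent GTP binding to Rab7 beads changed by at least 20 points from the 100% baseline, either direction, mostly lower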;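 note: median green fluorescence of bound Bodipy-FL-GTP per Rab7 bead population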
Pf gametocyte: inhibitors of late stage P. falciparum gametocyte viability. inhibition, % at 10.9 µM. AID 743093. P. falciparum stage V gametocytes, ATP luminescence, 24 h. actives 0.065% (n = 150,000);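 active = inhibition above the mean plus 3 SD of compounds within the control limits, set per campaign, cut at about 38% in these data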;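 note: 0% = DMSO wells and 100% = medium only without gametocytes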
Rac1 mut GTP: modulators of GTP binding to human Rac1 activated mutant; GST-Rac1 activated beads, fluorescent GTP binding, flow cytometry; actives lie on both sides; 100% means binding = to untreated wells; actives 0.11% (n = 190,000); P63000; AID 764; percent activity (GTP binding), % at 10 µM;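 active = GTP binding at least 20 percentage points away from the 100% baseline, in either direction, so actives lie on both sides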
Mcl-1 Bim block: inhibitors of Bim-Mcl-1 interaction, human | Q07820 | Bead-based flow cytometry, Bim peptide-Mcl-1 binding | inhibition, % at 10 µM | actives 0.1% (n = 190,000) | AID 1009; in the data active = inhibition above about 40%;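 note: 0% = no compound tracer wells and 100% = peptide blocker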
HRas wt GTP: changes GTP binding to wildtype human HRas. AID 759. actives 0.14% (n = 190,000). GST-Ras wt beads, Bodipy-FL-GTP binding, flow cytometry; actives lie on both sides. GTP binding activity, % at 10 µM;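 active = GTP binding activity at least 20% away from the 100% baseline, either lowered as inhibitor or raised as activator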;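 note: 0% = unlabeled GTP competition control and 100% = no-compound control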
Target sequence (P01112 whole entry, looked up): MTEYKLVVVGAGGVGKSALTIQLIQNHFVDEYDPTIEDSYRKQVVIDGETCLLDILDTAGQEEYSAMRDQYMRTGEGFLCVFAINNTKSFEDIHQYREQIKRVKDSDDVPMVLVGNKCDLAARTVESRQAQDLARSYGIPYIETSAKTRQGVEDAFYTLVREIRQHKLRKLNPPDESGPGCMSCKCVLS
Mcl1 Noxa PPI: Mcl-1/Noxa interaction inhibition; actives 1.5% (n = 220,000); AID 1022; TR-FRET Mcl-1/Noxa peptide binding, 2 h; inhibition, % at 21.7 µM;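 active = compounds that cut the protein-peptide binding signal by more than 50% relative to plate controls in a single-dose test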;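 note: His-tagged Mcl-1 with rhodamine Noxa BH3 peptide and terbium anti-His antibody; 0% = Mcl-1 plus Noxa peptide wells and 100% = peptide-only wells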
Cdc42 wt: modulators (inhibitors or activators) of GTP binding to human Cdc42 wildtype. P60953. AID 761. percent activity (GTP binding), % at 10 µM. actives 0.2% (n = 190,000). GST-Cdc42 beads, Bodipy-GTP binding, flow cytometry; actives lie on both sides;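 active = percent activity GTP binding at least 20 points away from the 100% baseline, either down as inhibitor or up as activator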;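 note: median bead fluorescence of bound Bodipy-FL-GTP at 100 nM; 0% = excess unlabeled GTP control and 100% = no compound control; below 100% means less GTP binding so inhibitor and above means activator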
Target sequence (P60953 whole entry, looked up): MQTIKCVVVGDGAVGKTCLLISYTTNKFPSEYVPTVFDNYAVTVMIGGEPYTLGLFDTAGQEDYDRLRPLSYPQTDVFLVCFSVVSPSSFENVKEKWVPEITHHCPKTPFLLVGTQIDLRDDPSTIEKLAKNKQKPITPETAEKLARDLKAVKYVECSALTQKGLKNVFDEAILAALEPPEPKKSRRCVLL
Mcl1 Bid PPI: disrupts binding of human Mcl-1 to Bid peptide. Q07820. TR-FRET Mcl-1/Bid-Dy647 peptide binding, 1536-well. inhibition, % at 21.7 µM. actives 0.97% (n = 220,000). AID 1021;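 active = compounds that cut the binding signal by more than half at the single screening dose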;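 note: His-tagged Mcl-1 with europium anti-His antibody binding Bid BH3 peptide; 0% = Mcl-1 plus peptide wells and 100% = peptide-only wells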
RGS8-Gao reg: modulates binding of RGS8 to human Galphao; actives 0.34% (n = 220,000); P09471; multiplexed bead flow cytometry; actives lie on both sides; response (percent of control binding), % at 10 µM; in the data active = response below about 60% or above about 140%; inactive = in between;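 note: Galphao activated as the GDP aluminium fluoride complex binding bead-coupled RGS8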
Target sequence (P09471 whole entry, looked up): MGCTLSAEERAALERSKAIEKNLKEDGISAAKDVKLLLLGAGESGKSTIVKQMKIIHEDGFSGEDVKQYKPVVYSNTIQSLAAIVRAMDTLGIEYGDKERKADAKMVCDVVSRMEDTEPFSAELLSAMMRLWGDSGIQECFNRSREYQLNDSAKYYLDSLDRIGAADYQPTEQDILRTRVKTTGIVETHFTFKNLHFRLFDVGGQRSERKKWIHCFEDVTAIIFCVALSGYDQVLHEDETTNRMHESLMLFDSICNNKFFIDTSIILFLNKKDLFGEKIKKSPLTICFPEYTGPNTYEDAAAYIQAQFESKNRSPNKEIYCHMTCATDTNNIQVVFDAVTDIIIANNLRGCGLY
Rab2A wt mod: changes GTP binding to wildtype dog Rab2A, up or down; GST-Rab2 wt beads, Bodipy-GTP binding, flow cytometry; GTP binding activity, % at 10 µM; actives 0.19% (n = 190,000); AID 760;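 active = GTP binding activity at least 20 points away from 100%, either lowered or raised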;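 note: 0% = beads with excess unlabeled GTP and 100% = no-compound control corrected for plate trend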
Starred values were filed as active, the others as inactive; . = no result given; [ ] = another dose, or the depositor's remark.

SMILES	Rac1 wt GTP bind	Rab7 wt modul	Pf gametocyte	Rac1 mut GTP	Mcl-1 Bim block	HRas wt GTP	Mcl1 Noxa PPI	Cdc42 wt	Mcl1 Bid PPI	RGS8-Gao reg	Rab2A wt mod
CCc1cc2c(-n3nc(C)cc3C)ncnc2s1	105	101	.	98	0	101	15	101	0	103	97
O=C(NC(=S)NNC(=O)c1cnccn1)c1ccc(F)cc1	100	97	6	94	-1	97	-55	99	-94	102	100
COC(=O)C(C(=O)OC)C(C[N+](=O)[O-])c1ccc(OC)c(OC)c1 (stereo not given)	100	101	.	97	4	101	-4	101	-20	102	99
O=[N+]([O-])c1cc(-c2cnc3ccccc3n2)ccc1Oc1ccc(Cl)cc1	100	97	-18	95	-3	98	-3	100	-19	101	96
COc1ccc2[nH]cc(C3N4CC5(C)CN3CC(C)(C4)C5=O)c2c1 (stereo not given)	96	95	.	95	2	96	3	97	55*	96	94
COC(=O)c1c(NC(=O)CN2CCOCC2)sc2c1CCC(C)C2 (stereo not given)	105	100	18	99	3	101	0	100	-22	102	98
O=Cc1cn(CC(=O)N2CCCCC2)c2ccccc12	104	103	-13	104	-1	104	-2	105	-19	105	104
O=C(NCCOc1ccccc1)c1ncn[nH]1	98	95	.	95	-1	97	2	98	-29	92	100
COc1cccc(-n2nnnc2SCC(=O)Nc2cccc(NC(C)=O)c2)c1	107	103	.	100	16	102	-14	103	-14	101	101
CCN1CCN(c2cc(C)c3cc(NC(=O)c4ccc(Br)o4)ccc3n2)CC1	96	96	0	97	0	95	20	96	-43	99	97
Cc1cc(C)c(S(C)(=O)=O)c(Oc2cccc(C(F)(F)F)c2)n1	97	100	2	99	-2	99	-4	103	-30	100	96
CC(=O)O[C@@H]1[C@@H](OC(C)=O)[C@H](n2ccc3cc([N+](=O)[O-])ccc32)OC[C@@H]1OC(C)=O	103	96	12	97	-3	99	-20	100	-3	104	99
CC1=CN2C(=N)/C(=C/c3ccc(Sc4ccc(Cl)cc4)o3)C(=O)N=C2S1	97	93	-16	95	-1	98	15	101	19	102	95
Cc1ccc([N+](=O)[O-])cc1NC1OC(CO)C(O)C1O (stereo not given)	103	100	.	100	-1	100	13	100	-7	101	100
O=C(Cc1ccc([N+](=O)[O-])cc1)Nc1ccc(O)cc1C(=O)O	99	101	.	99	-8	101	9	98	-45	101	99
CCN(CC)C(=O)/C(=C/c1ccc(F)cc1)NC(C)=O	105	102	-11	100	-5	104	21	105	-41	100	102
Cn1cnnc1Sc1ccc(/C=C/C(=O)c2ccc(O)cc2)cc1[N+](=O)[O-]	97	100	7	92	2	94	48	91	18	103	93
CCOC(=O)C1CCN(C(=O)C(C)c2ccc([N+](=O)[O-])cc2)CC1 (stereo not given)	98	90	-4	93	-3	93	7	96	0	102	95
CCOC(=O)c1cc(C#N)c(SCC(=O)c2cc(C#N)c(SC)nc2C)[nH]c1=O	96	94	6	94	0	97	34	95	-100	98	93
O=C(CN1C(=O)CC(c2ccccc2)S(=O)(=O)c2ccccc21)N1CCCC1 (stereo not given)	100	95	14	94	1	98	11	95	-33	99	98
O=C1c2ccccc2C(=O)N1CCc1ccccn1	99	94	.	96	0	97	-8	100	-6	153*[activator]	98
CC(=O)N1N=C(c2ccncc2)CC1c1ccccc1O (stereo not given)	103	106	-13	96	2	101	0	98	-27	97	101
Cc1ccc(C2CC(=O)Oc3cc(O)ccc32)cc1 (stereo not given)	97	97	-8	97	-3	95	9	95	-9	100	97
O=C(O)c1ccc(/C=N/NC(=O)C2CC2(c2ccccc2)c2ccccc2)cc1 (stereo not given)	93	90	-39	90	0	92	7	92	-4	99	91
O=C(CSC1=Nc2ccccc2C2=NC(CC(=O)NCc3ccco3)C(=O)N12)NCc1ccco1 (stereo not given)	100	100	-7	98	1	100	15	101	-29	98	99
CCOC(=O)N1CCC(NC(=O)C2CCCN(S(C)(=O)=O)C2)CC1 (stereo not given)	95	100	1	94	-1	97	-7	97	-15	100	98
COc1ccccc1C1C=C(c2ccccc2)Nc2nnnn21 (stereo not given)	106	98	-32	99	1	99	9	100	-14	107	99
COc1cc(/C=N/NC(=O)C[n+]2ccccc2)cc(OC)c1OC	105	101	.	99	-2	103	4	105	-7	101	101
O=C(N/N=C/c1ccc([N+](=O)[O-])cc1)c1cccc2cc[nH]c12	90	89	-29	95	1	95	13	97	-25	100	95
CC1(C)CSC(=NCCc2ccccc2)N1C(=O)c1ccc(C#N)cc1	102	96	7	102	-9	100	-6	101	-41	86	99

3 records drawn at random from those above, as already listed:
SMILES	Rac1 wt GTP bind	Rab7 wt modul	Pf gametocyte	Rac1 mut GTP	Mcl-1 Bim block	HRas wt GTP	Mcl1 Noxa PPI	Cdc42 wt	Mcl1 Bid PPI	RGS8-Gao reg	Rab2A wt mod
O=C1c2ccccc2C(=O)N1CCc1ccccn1	99	94	.	96	0	97	-8	100	-6	153*[activator]	98
Cc1ccc(C2CC(=O)Oc3cc(O)ccc32)cc1 (stereo not given)	97	97	-8	97	-3	95	9	95	-9	100	97
O=C(N/N=C/c1ccc([N+](=O)[O-])cc1)c1cccc2cc[nH]c12	90	89	-29	95	1	95	13	97	-25	100	95

Laid out differently: results already given
Every second line gives: Rac1 wt GTP bind | Rab7 wt modul | Pf gametocyte | Rac1 mut GTP | Mcl-1 Bim block | HRas wt GTP | Mcl1 Noxa PPI | Cdc42 wt | Mcl1 Bid PPI | RGS8-Gao reg | Rab2A wt mod
> CCOC(=O)N1CCC(NC(=O)C2CCCN(S(C)(=O)=O)C2)CC1 (stereo not given)
    95 | 100 | 1 | 94 | -1 | 97 | -7 | 97 | -15 | 100 | 98
> COc1ccccc1C1C=C(c2ccccc2)Nc2nnnn21 (stereo not given)
    106 | 98 | -32 | 99 | 1 | 99 | 9 | 100 | -14 | 107 | 99
> COc1cc(/C=N/NC(=O)C[n+]2ccccc2)cc(OC)c1OC
    105 | 101 | . | 99 | -2 | 103 | 4 | 105 | -7 | 101 | 101

Other compounds
SMILES	Rac1 wt GTP bind	Rab7 wt modul	Pf gametocyte	Rac1 mut GTP	Mcl-1 Bim block	HRas wt GTP	Mcl1 Noxa PPI	Cdc42 wt	Mcl1 Bid PPI	RGS8-Gao reg	Rab2A wt mod
COC(=O)c1cn(NC(=O)Cc2ccc(OC)c(OC)c2)c(=O)c2ccccc12	101	105	13	96	0	99	2	100	-16	103	100
COC(=O)CSC1=C(C#N)C(c2ccc(C)cc2)C2=C(CCCC2=O)N1 (stereo not given)	102	103	.	100	0	100	21	100	-13	100	102
NS(=O)(=O)c1ccc(NC(=O)COC(=O)c2ccco2)cc1	97	95	-17	97	1	95	-4	96	-27	100	97
Cc1ccc(C(=O)N/C(=C/c2cccc([N+](=O)[O-])c2)C(=O)NCC2CCCO2)cc1 (stereo not given)	102	101	-12	98	0	100	11	101	-26	104	103
Cc1ccc(N2C(=O)CC(N(O)C3CC(=O)N(c4ccc(C)cc4)C3=O)C2=O)cc1 (stereo not given)	104	101	-2	99	-2	101	8	101	-5	100	101
CCc1nc(SCC(=O)NNC(=O)C2CCCCC2)c2ccccc2n1	93	93	-13	93	-1	92	.	96	-34	100	94
Cc1ccc(NC(=O)CC(O)(C(F)(F)F)C(F)(F)F)c(Br)c1	100	98	.	98	1	102	17	102	8	103	101
COc1ccc(CCNc2ncnc3cc(OC)c(OC)cc23)cc1OC	93	100	.	97	0	96	10	96	-21	106	98
O=C(CC1C(=O)NCCN1C(=O)Nc1ccccc1)Nc1cccc(C(F)(F)F)c1 (stereo not given)	99	94	11	98	-6	97	-2	99	-14	99	98
Cc1cc(C)cc(OCC(=O)N/N=C/c2ccco2)c1	101	98	-9	98	1	98	3	99	-35	103	96
O=c1cc(O)c2c(=O)n(-c3ccccc3)c3c(c2o1)CCCCCC3	100	97	15	95	-3	97	-22	97	-10	103	96
O=C(Nc1cccc(O)c1)c1ccccc1	102	106	11	100	-3	104	-5	103	-19	102	104
COc1ccc(NC(=O)CSc2nnc(Cn3cnc4ccccc43)o2)cc1	101	95	27	97	0	97	8	96	-28	102	96
O=C(O)CC1C(=O)NCCN1Cc1cccs1 (stereo not given)	96	104	.	97	-2	97	1	99	-28	98	103
CCOc1ccc(C(C)NC(=S)NC2CCCCC2)cc1OCC (stereo not given)	100	99	11	99	0	98	15	96	-34	101	97
COc1cc2nc(CN(CCC(C)C)Cc3nc4cc(OC)c(OC)cc4c(=O)[nH]3)[nH]c(=O)c2cc1OC	100	101	11	98	0	101	4	102	-7	100	101
COc1ccc(CC(=O)Nc2cccc(SC)c2)cc1	100	100	-4	99	0	99	3	100	-21	71	94
O=c1c2ccc(Cl)cc2[nH]c(=S)n1CCCN1CCOCC1	100	104	-8	95	-4	98	13	97	-31	103	97
O=C(/C=C/Nc1ccc(S(=O)(=O)Nc2ncccn2)cc1)c1ccc(Cl)c(Cl)c1	96	100	-33	97	0	95	0	95	5	89	98
COc1cc(C)c(C)cc1S(=O)(=O)N1CCCCC1c1cccnc1 (stereo not given)	93	93	20	95	-2	96	-11	95	-1	102	94
Cc1ccc(OCCNC(=O)Cn2cnc3c(=O)n(C)c(=O)n(C)c32)cc1C	102	97	-25	99	.	99	-6	99	-2	92	102
O=C(CN(C(=O)C1COc2ccccc2O1)c1ccccc1)NCC1CCCO1 (stereo not given)	99	98	.	97	-1	95	22	99	-6	110	99
COc1ccc(Nc2nc(-c3cccs3)cs2)cc1	101	99	.	99	-1	101	25	101	-14	101	100

Source: PubChem BioAssay

An unsorted share of the library; overall some 2.9% were active at least once.
